# Mm-Cpn inhibitor – Inhibitors of TCP-1 ring complex (TRiC) of Methanococcus maripaludis (MmCpn): qHTS; Chaperonin Mm-Cpn (Methanococcus maripaludis); purified Mm-Cpn ATPase, ADP Transcreener TR-FRET; Potency, µM (titrated, usually from 76.9 µM), inactives show at the top dose activity, negative = inhibition, hits mostly inhibitors; actives 0.031% (n = 330,000); AID 504842, 2011; further: potency means the concentration at half of the fitted maximal effect; on the % scale 0 is the no-effect control and ±100 the full control effect; nearly all actives have a fitted effect of over 80% in size
#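 Quantitative HTS used 25 nM Mm-CPN and 10 uM ATP in magnesium/KCl Tris buffer, pH 7.4, with 1 mM DTT. Hydrolysis ran 30 min at 37°C; ADP was read by HTRF.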
# EPAC1 antagonist – qHTS for Antagonist of cAMP-regulated guanine nucleotide exchange factor 3 (EPAC1): primary screen; Rap guanine nucleotide exchange factor 3 (Homo sapiens), O95398; EPAC1 GEF assay, Rap1b-BODIPY-GDP exchange fluorescence; Potency, µM (top dose mostly 115 µM), for inactives: at the top dose activity change, negative = inhibition, most hits filed as inhibitors; actives 0.14% (n = 360,000);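 further: potency means the concentration at half of the fitted maximal effect; plate controls were vehicle for no effect and positive control for full effect; nearly all actives have a fitted effect of over 50% in size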
# PI5P4K alpha inh – qHTS for Inhibitors of phosphatidylinositol 5-phosphate 4-kinase (PI5P4K); Phosphatidylinositol 5-phosphate 4-kinase type-2 alpha (Homo sapiens), P48426; PI5P4Kalpha enzyme, ADP-Glo luminescence, 60 min; hits give low values; max response, %; actives 1.2% (n = 330,000); AID 652105, 2013; active means max response of -50% or lower; inconclusive means between -30% and -50%; inactive means -30% or higher; further: value at the top dose of about 77 µM; on the % scale 0 is the no-effect control and ±100 the full control effect
#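 Controls without substrate or without enzyme flank wells where PI5P4Kalpha converts substrate using 5 microM ATP (final). Incubation lasts 60 minutes at room temperature; ADP formed is read by ADP-Glo luminescence.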
# WRN helicase inh – qHTS for Inhibitors of WRN Helicase; WRN helicase unwinding, fluorescent forked duplex, kinetic; actives 0.46% (n = 360,000); Potency, µM (doses to about 114 µM), inactives show at the top dose activity change, negative = inhibition, most hits filed as inhibitors; further: potency means the concentration at half of the fitted maximal effect; on the % scale 0 is the no-effect control and ±100 the full control effect; nearly all actives have a fitted effect of over 55% in size
# Target sequence (Q14191 whole entry, looked up): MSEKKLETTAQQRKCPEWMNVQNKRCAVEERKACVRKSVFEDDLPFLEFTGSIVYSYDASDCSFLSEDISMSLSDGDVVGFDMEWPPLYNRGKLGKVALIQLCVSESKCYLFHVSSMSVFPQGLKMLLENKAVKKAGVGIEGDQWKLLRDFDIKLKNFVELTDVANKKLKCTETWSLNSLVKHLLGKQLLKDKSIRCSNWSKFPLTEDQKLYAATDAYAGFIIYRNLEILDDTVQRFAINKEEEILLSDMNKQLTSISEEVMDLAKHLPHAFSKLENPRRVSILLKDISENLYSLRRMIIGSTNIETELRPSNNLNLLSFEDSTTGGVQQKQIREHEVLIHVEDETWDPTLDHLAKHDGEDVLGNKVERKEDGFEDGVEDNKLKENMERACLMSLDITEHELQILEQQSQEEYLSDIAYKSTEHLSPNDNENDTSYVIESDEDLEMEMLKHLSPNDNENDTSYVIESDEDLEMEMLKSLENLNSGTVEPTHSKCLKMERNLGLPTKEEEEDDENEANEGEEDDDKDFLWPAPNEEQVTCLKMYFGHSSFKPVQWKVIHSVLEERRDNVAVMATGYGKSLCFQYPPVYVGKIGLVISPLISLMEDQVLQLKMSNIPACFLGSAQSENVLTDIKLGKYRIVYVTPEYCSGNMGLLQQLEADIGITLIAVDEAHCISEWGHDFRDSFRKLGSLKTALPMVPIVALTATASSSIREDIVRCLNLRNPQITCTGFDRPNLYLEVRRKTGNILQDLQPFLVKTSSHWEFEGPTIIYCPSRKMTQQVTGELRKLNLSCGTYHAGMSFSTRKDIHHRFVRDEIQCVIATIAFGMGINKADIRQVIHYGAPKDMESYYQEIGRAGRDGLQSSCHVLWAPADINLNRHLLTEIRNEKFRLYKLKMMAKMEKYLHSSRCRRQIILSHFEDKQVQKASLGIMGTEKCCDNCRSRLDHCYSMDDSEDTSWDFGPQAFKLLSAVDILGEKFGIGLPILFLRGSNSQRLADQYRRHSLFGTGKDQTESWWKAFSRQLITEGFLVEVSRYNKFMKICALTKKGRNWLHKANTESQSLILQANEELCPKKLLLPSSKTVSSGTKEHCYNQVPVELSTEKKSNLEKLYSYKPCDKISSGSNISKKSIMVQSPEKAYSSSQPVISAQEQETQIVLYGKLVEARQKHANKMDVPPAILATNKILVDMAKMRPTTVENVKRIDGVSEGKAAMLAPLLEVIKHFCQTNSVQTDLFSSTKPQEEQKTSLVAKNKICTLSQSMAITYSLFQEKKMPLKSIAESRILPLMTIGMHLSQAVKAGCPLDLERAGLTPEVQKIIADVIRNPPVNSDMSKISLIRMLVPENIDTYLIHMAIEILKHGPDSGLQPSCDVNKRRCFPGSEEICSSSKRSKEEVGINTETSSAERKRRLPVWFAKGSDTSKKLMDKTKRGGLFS
#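 Enzyme (20 nM final) and test compound sit together 15 min at room temperature before substrate addition. Substrate is a single-forked duplex oligonucleotide (100 nM) labelled with fluorophore and quencher, with 2 mM ATP; helicase unwinding raises red fluorescence, read kinetically.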
# CCT chaperon mod – High-Throughput Screening for Modulators of Cytosolic Chaperonin Activity; purified chaperonin ATPase assay, HTRF ADP detection, 30 min; AID 651819, 2012; activity change, % (no concentration beside the values), hits read low; actives 0.3% (n = 360,000); in the data active means activity change below about -30%; further: on the % scale 0 is the no-effect control and ±100 the full control effect
#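 First, chaperonin was dispensed at 40 nM or 20 nM final depending on batch activity. Next, compounds were pinned at 76 uM and ATP added at 10 uM. After 30 min at 37 °C, ADP detection reagents ran 30 min at ambient temperature.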
# PLK1 PBD inh – qHTS for Inhibitors of PLK1-PDB (polo-like kinase 1 - polo-box domain): Primary Screen. actives 2.8% (n = 360,000). Potency, µM, inactives show max response, negative = inhibition, actives largely listed as inhibitors. Plk1 PBD binding of FITC phosphopeptide, fluorescence polarization; further: potency means the concentration at half of the fitted maximal effect; series mostly up to about 57 µM; on the % scale 0 is the no-effect control and ±100 the full control effect; nearly all actives have a fitted effect of over 65% in size
# EPAC1 ag – qHTS for Agonist of cAMP-regulated guanine nucleotide exchange factor 3 (EPAC1): primary screen; Potency, µM (top dose mostly 154 µM), for inactives: at the highest dose activation, actives largely listed as activators; EPAC1 agonist qHTS, biochemical assay; response scale: 100% = response to 6.5 mM cAMP; Rap guanine nucleotide exchange factor 3 (Homo sapiens), O95398; actives 0.073% (n = 360,000); further: potency means the concentration at half of the fitted maximal effect; nearly all actives have a fitted effect of over 60% in size
#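 EPAC1 100 nM, Rap1B–BODIPY-GDP 250 nM, unlabeled GDP 50 uM; compound titration; 5 min RT; kinetic read ex480/em540 at 5-min intervals ×30 min; data normalized to 6.5 mM cAMP agonist control.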
# EPAC2 antagonist – qHTS for Antagonist of cAMP-regulated guanine nucleotide exchange factor 2 (EPAC2): primary screen; Rap guanine nucleotide exchange factor 4 (Homo sapiens), Q8WZA2; EPAC2 GEF exchange of Rap1B-BODIPY-GDP, fluorescence; Potency, µM (highest dose often 114 µM), for inactives: at the top dose activity, negative = inhibition, usual class: inhibitors; actives 0.18% (n = 360,000); AID 720708, 2013; further: potency means the concentration at half of the fitted maximal effect; on the % scale 0 is the no-effect control and ±100 the full control effect; nearly all actives have a fitted effect of over 45% in size; many of its hits are not listed in these tables
# * hit, by the source's call; ? = inconclusive; . = not tested or not shown; [ ] = dose if it differs, or a comment. Unless noted, the call rests on the fitted dose curve; in most records, active means well fitted curve in the direction sought with a large enough effect; inconclusive means small, poorly fitted or top-dose-only effect, or another doubt; inactive means no such curve, though single readings can be large; an effect the other way counts as inactive or inconclusive.
# Sequence of screens – Mm-Cpn inhibitor	EPAC1 antagonist	PI5P4K alpha inh	WRN helicase inh	CCT chaperon mod	PLK1 PBD inh	EPAC1 ag	EPAC2 antagonist
COc1ccccc1/C=C/C(=O)NC(=S)N(C)C1CCCCC1
→ 0%	7%	.	-2%	1.6	-9%	12%	3%
COc1ccc(NC(=O)c2ccccc2NC(=O)CN2CCCCCC2)cc1
→ -3%	-5%	3	-8%	-0.3	6%	11%	4%
c1ccc2c(c1)CCCN2Cc1nnnn1CC1CCCO1 (stereo not drawn)
→ 0%	11%	-1	14%	0.3	-27%	7%	14%
Cc1cc(C)nc(-n2nc(C)c(C3(O)C(=O)Nc4ccc(F)cc43)c2N)n1 (stereo not drawn)
→ 0%	-9%	-1	-29%[57.1 µM]	0.2	-14%	-2%	-5%
COc1ccc(CC(=O)Nc2ccc(S(=O)(=O)N(C)C)cc2)cc1OC
→ 0%	0%	-6	-7%	-1.7	-5%	-1%	2%
CCc1noc(C)c1C(=O)Nc1nc2ccc(S(C)(=O)=O)cc2s1
→ -1%	-2%	-9	-10%	-0.1	-1%	-13%	10%
CC(=O)c1nn(-c2ccccc2)cc1C(=O)c1ccc(C)cc1
→ .	4%	3	-9%	-0.4	-3%	-5%	10%
c1ccc(-c2nnc(SCc3nc4ccccc4[nH]3)o2)cc1
→ -8%	8%	-7	-2%	-0.2	-2%	-1%	-5%[57.1 µM]
Cc1c(N=C/C=C/c2ccccc2)c(=O)n(-c2ccccc2)n1C
→ -1%	-9%	.	-6%	-1.1	-6%	7%	-2%
CC(=O)c1ccc(OCc2cn(CC(=O)c3ccc(O)cc3)nn2)c(C)c1
→ .	-19%	-4	1%	1.9	-6%	4%	1%
COC(=O)c1ccc(CSc2ncnc3c2oc2ccccc23)o1
→ -6%	2%	.	-3%	-1.6	-10%	-5%	6%
CCCc1sc(N)nc1-c1ccc(Cl)cc1
→ 1%	0%	18	-3%	-0.2	4%	6%	-19%
Nc1nc(C(F)(F)F)cc(=O)[nH]1
→ 1%	-18%	0	-1%	-1.6	-8%	4%	6%
Cc1cc2oc(=O)cc(CN3CCCCC3C)c2cc1Cl (stereo not drawn)
→ -2%	12%	4	0%	-0.7	-3%	5%	?
Cn1cccc1/C=N/N1CCN(Cc2ccccc2Cl)CC1
→ 2%	-17%	-4	-4%	-2.2	-4%	-11%	-18%
CCn1c(SCC(=O)Nc2cccc(NC(C)=O)c2)nnc1-c1ccco1
→ 3%	-10%	-11	-6%	-0.6	-7%	2%	3%
CC(Oc1ccc2oc3ccccc3c2c1)C(=O)NC12CC3CC(CC(C3)C1)C2 (stereo not drawn)
→ -20%	-3%	2	-26%[57.1 µM]	0.9	-3%	-4%	3%
COc1cc(Cl)c(NS(=O)(=O)c2ccc(-c3ccc(=O)[nH]n3)o2)c(OC)c1
→ 3%	-10%	-3	1%	-0.9	-15%	4%	-4%
Cc1cccc(NC(=O)COC(=O)C2COc3ccccc3O2)c1C (stereo not drawn)
→ 0%	-2%	0	-6%	-5.0	0%	0%	-3%
COc1ccc(CN2CCc3c([nH]c4ccccc34)C2)c(OC)c1C
→ -1%	-9%	8	-29%	-1.3	-9%	5%	-8%
COc1ccc(CNC(=O)CN2C(=O)NC(C)(c3ccc(Cl)cc3)C2=O)cc1 (stereo not drawn)
→ 3%	-12%	1	-3%[57.1 µM]	-1.9	2%	-5%	-2%
CC(=O)N1CCN(c2ccc(NC(=O)c3ccc([N+](=O)[O-])cc3)cc2)CC1
→ -2%	-7%	5	21%	-0.2	-16%	-23%	8%
CCCCOc1ccc(C(=O)Nc2cccc(C)n2)cc1
→ 0%	2%	-2	-3%	-1.4	1%	3%	4%
Cc1nn(C)c2ncc(C(N)=O)c(Oc3cccnc3)c12
→ 6%	-19%	-1	-2%	-3.0	-8%	1%	1%
COc1ccc(C(=O)NCc2nc3ccccc3[nH]2)cc1OC
→ 0%	-2%	-4	-5%	-1.9	-5%	-8%	7%
C#CCN1CC(C)/C(=N/O)CC1C (stereo not drawn)
→ 1%	-13%	-12	-12%	1.1	-8%	8%	2%
COc1ccc(NC(=O)CCNC(=O)Cn2cnc3sc4c(c3c2=O)CCCC4)cc1OC
→ -8%	6%	-3	6%	0.8	2%	9%	10%
CCCCN(CC)CCNC(=O)C1c2cc(OC)c(OC)cc2C(=O)N2CCc3ccccc3C12 (stereo not drawn)
→ 0%	-8%	-1	-16%	-0.5	-10%	1%	3%
CNc1nc(Nc2ccc(C(=O)OC)cc2)c2sccc2n1
→ .	1%	-2	6%	1.3	4%	0%	3%
Cc1nnc(SCC(=O)N2CCN(S(=O)(=O)c3ccc(Cl)cc3)CC2)[nH]c1=O
→ -1%	-9%	9	-5%	-2.6	-6%	0%	4%[57.1 µM]
CCOC(=O)/C=C/C(=O)N1CCN(C(=O)/C=C/C(=O)OCC)CC1
→ 0%	7%	2	-9%	-0.2	6%	-3%	-9%
Fc1ccc(CN2CCN(c3ncnc4scc(-c5ccccc5)c34)CC2)cc1
→ -1%	-6%	4	-2%	0.1	2%	-8%	-4%
CCN(c1ccccc1)S(=O)(=O)c1cccc(C(=O)OCc2nc3sc(C)c(C)c3c(=O)[nH]2)c1
→ -8%	-14%	-2	-7%	-1.0	8%	13%	-7%
Cc1cc2c(SCC(=O)NC3CCCCC3)ncnc2s1
→ -3%	6%	-4	-8%	0.3	-7%	8%	-2%
Cc1csc(=O)n1CCC(=O)OCc1nnc(-c2ccccc2)o1
→ 0%	14%	1	-2%	-3.9	3%	5%	4%
COc1cccc(OC)c1C(=O)Nn1c(-c2cccc(C)c2)nc2ccccc2c1=O
→ -1%	-12%	4	3%	-2.7	-19%	12%	0%
CCCn1c(=O)c2ccccc2n2c(SCc3nc4ccccc4s3)nnc12
→ -3%	10%	.	-11%	1.1	-5%	6%	7%
O=C(CCc1nc(-c2ccc(Cl)cc2)no1)NC1CCCC1
→ 0%	-19%	-6	2%	-2.6	-9%	-3%	-6%
CCN1CCN(c2nn3c(=O)c4ccccc4nc3c3ccccc23)CC1
→ -3%	2%	-1	12%	-4.1	-3%	-6%	7%
O=C(c1ccco1)N1CCN(c2ccc([N+](=O)[O-])cn2)CC1
→ .	2%	2	5%	1.3	-2%	2%	4%

# The closing 2 compounds of the section above open the next one:
# Sequence of screens – Mm-Cpn inhibitor	EPAC1 antagonist	PI5P4K alpha inh	WRN helicase inh	CCT chaperon mod	PLK1 PBD inh	EPAC1 ag	EPAC2 antagonist
CCN1CCN(c2nn3c(=O)c4ccccc4nc3c3ccccc23)CC1
→ -3%	2%	-1	12%	-4.1	-3%	-6%	7%
O=C(c1ccco1)N1CCN(c2ccc([N+](=O)[O-])cn2)CC1
→ .	2%	2	5%	1.3	-2%	2%	4%
CCCCn1c(SCC(N)=O)nc2sc3c(c2c1=O)CCC3
→ -4%	-3%	-18	-10%	-4.3	-6%	9%	4%
CCCCCOc1ccc(N2C(=O)C3C4C=CC(C3C2=O)N(C)C4=O)cc1 (stereo not drawn)
→ 2%	1%	1	-5%	1.5	-6%	-4%	5%
Cc1ccc(C(=O)c2ccccc2C(=O)OCC(=O)NCC2CCCO2)cc1 (stereo not drawn)
→ -2%	9%	1	5%	1.6	-7%	9%	-8%
CCOc1ccc(NC(=O)N2CCC(c3ccc(C)cc3)C2)cc1 (stereo not drawn)
→ ?	-11%	.	-5%	-0.6	-1%	3%	-6%
Cc1ccc(S(=O)(=O)N2C[C@H]3N(C(=O)OC(C)C)N(C(=O)OC(C)C)C[C@H](OC(=O)NCc4ccccc4F)[C@@]3(O)C2)cc1
→ .	-17%	-4	-4%	-1.5	-26%	-17%	-21%
O=C(/C=C/c1cccnc1)/C=C/c1cccnc1
→ -6%	-9%	-4	-13%[11.6 µM]	1.1	-19%	0%	0%
c1ccc2cc(OCc3nc4ccccc4[nH]3)ccc2c1
→ 1%	-10%	.	-2%[57.1 µM]	-1.0	3%	12%	0%
CCCc1cc(=O)n2[nH]c(-c3ccc(Br)cc3)cc2n1
→ 2%	-4%	?	-6%	1.0	-10%	15%	-1%
O=C(COc1ccccc1Cl)Nc1ccc2oc(=O)ccc2c1
→ 1%	-2%	4	-20%	1.1	0%	-4%	5%
COc1cccc(/C=N/NC(=O)C(=O)N/N=C/c2cccc(OC)c2OC)c1OC
→ 0%	-5%	-9	3%	-1.0	-11%	2%	2%
O=C(NCCCN1CCCCC1)c1ccc2c(c1)NC(=O)c1ccccc1S2
→ ?	-4%	2	-4%	-3.2	-8%	4%	6%
CCOC(=O)C1=C(COC(=O)/C=C/c2ccccc2Cl)NC(=O)NC1C (stereo not drawn)
→ -3%	-19%	6	-11%	-2.0	-2%	5%	-5%
CC(=O)c1c(C)[nH]c(C(=O)OCC(=O)c2ccc(C)s2)c1C
→ 1%	-6%	-8	3%	-2.2	-14%	-7%	6%
COc1ccccc1/C=N/NC(=O)c1csc(C)c1C
→ 1%	-2%	-9	5%	-1.4	4%	-4%	21%
C/C(CC(=O)NCCCN1CCOCC1)=N\NC(=O)COc1ccc(Cl)cc1
→ 0%	-6%	2	0%	2.4	-17%	1%	2%
O=C(NCCN1CCOCC1)c1ccc(NC(=O)C2COc3ccccc3O2)cc1 (stereo not drawn)
→ 2%	-2%	-1	1%[57.1 µM]	3.2	0%	0%	6%
O=C(CN1C(=O)NC2(CCCCCC2)C1=O)NCc1ccc(F)cc1
→ 2%	-20%	-1	-7%	0.7	-5%	-5%	-3%
Cc1ccc2oc(-c3ccccc3)c(C(=O)O)c(=O)c2c1
→ 1%	-3%	12	-1%[57.1 µM]	1.1	-10%	9%	-7%
CCc1nc2c(OCc3ccc(C#N)cc3)cccn2c1N(C)C(=O)C(C)C
→ .	-15%	-2	-7%	1.9	-7%	-10%	-10%
CN(c1ccccc1)c1ncccn1
→ .	3%	2	3%	1.5	3%	0%	1%
CN(CCCNC(=O)c1cc2c(=O)[nH]c3ccccc3c2n1C)Cc1ccccc1
→ 2%	-7%	3	1%	-2.4	1%	7%	3%

# Bioassay records from PubChem.

# This is a subset. The share of hits here may be higher or lower than overall.
